WT yeast gro inh = growth inhibition of WT yeast, mitochondrial fusion screen. mitochondrial fusion phenotypic screen, WT strain. inhibition, % at 10 µM. hit rate 2.1% among 190,000. AID 1362; in the data active = inhibition above about 58%; tested in S. cerevisiae
NS5 inhibitors = flavivirus cap methylation enzyme inhibition – biochemical, confirmation dose response, primary screen (AID 588689) | Dengue-2 NS5 methyltransferase capping enzyme assay, biochemical; higher % means a stronger effect | one-dose inhibition, % at 25 µM; IC50 in µM for titrated hits | hit rate 0.3% among 340,000; in the data active = a potency from the dose series; inconclusive = inhibition above about 29% without an active follow-up result
AID2073 = disruptors of CaV2.2 binding to Mint1 – biochemical, HTRF (AID 2073); hit rate 0.19% among 290,000; one-dose inhibition, % at 20 µM; IC50 in µM for titrated hits; HTRF protein-protein interaction, Mint1-CaV2.2; higher % means a stronger effect; in the data active = inhibition mostly above about 51%, no sharp cut-off; inconclusive = no clear call, values can overlap the other calls; inactive = mostly below about 53%; also: some results filed as inactive read as strong as hits
RSV antiviral HEp-2 = RSV antiviral activity via CPE protection, HEp-2 cells, primary 10 µM value included (AID 2391); one-dose CPE inhibition, % at 10 µM; IC50 in µM for titrated hits; HEp-2 cells, RSV-induced CPE inhibition; higher % means a stronger effect; hit rate 0.13% among 310,000; in the data active = a potency from the dose series; inconclusive = CPE inhibition mostly from about 23% at the one dose, without a potency; inactive = the rest, 99 in 100 with CPE inhibition below about 21%; also: strong numbers were not always called active
Autophagy HCS = modulators of autophagy. calls only at 10 µM (by protocol). AID 463193. MEF GFP-LC3 puncta imaging; test concentration mostly 10 µM. hit rate 0.98% among 190,000;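 active = percentage of spot-positive cells more than 3 SD above its plate mean, without a fluorescence outlier flag or 80% toxicity; inconclusive = no clear call, values can overlap the other calls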;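 also: spot-positive cell cutoff set from DMSO-treated cells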
K1F lysis inhibition = inhibition of K1F phage lysis, E. coli UTI89, bacterial capsule biogenesis inhibitors, alamar blue (AID 488966) | hit rate 0.02% among 340,000 | one-dose inhibition, % at 100 µM; IC50 in µM for titrated hits | E. coli UTI89 K1F phage lysis, alamar blue, 2 h; higher % means a stronger effect;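 active = phage lysis inhibition, versus mean bacterial control, above a set limit; inconclusive = no clear call, values can overlap the other calls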;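 also: capsule biogenesis inhibitors block K1F phage lysis so surviving cells raise fluorescence; higher fluorescence means more inhibition of phage lysis; actives were called in the ten point dose series up to 300 µM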
NTR1 ag = NTR1-driven beta-arrestin-GFP spot formation – imaging, U2OS cells, high content, primary screen (AID 493036); P30989; agonist mode; activation, % at 20 µM; hit rate 0.17% among 330,000;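 active = activation at or above 40% of the spot to cytoplasm intensity ratio, with at least 20 cells analyzed; inconclusive = wells under 20 cells, flagged as cytotoxic or low count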;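 also: 0% = DMSO without peptide and 100% = 100 nM NTR1 peptide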
Target sequence (P30989 whole entry, looked up): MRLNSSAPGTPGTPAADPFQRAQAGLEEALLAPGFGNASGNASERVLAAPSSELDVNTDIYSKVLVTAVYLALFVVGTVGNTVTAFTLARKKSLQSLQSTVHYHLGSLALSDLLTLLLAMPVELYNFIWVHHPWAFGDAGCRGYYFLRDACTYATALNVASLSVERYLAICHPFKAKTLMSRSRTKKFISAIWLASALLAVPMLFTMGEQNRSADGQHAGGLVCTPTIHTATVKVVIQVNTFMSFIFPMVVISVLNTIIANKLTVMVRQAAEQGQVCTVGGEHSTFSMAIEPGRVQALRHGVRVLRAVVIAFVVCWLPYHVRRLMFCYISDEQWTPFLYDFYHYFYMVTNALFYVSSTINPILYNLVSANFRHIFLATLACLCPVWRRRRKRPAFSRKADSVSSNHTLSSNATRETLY
LYP inhibition = PTPN22 lymphoid phosphatase activity blockers – biochemical, fluorescence intensity, uHTS (AID 1779); recombinant LYP phosphatase, fluorescence intensity; higher % means a stronger effect; inhibition, % at 11.5 µM; hits with a dose series show IC50 in µM; hit rate 0.054% among 290,000; in the data active = inhibition above about 50%;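 also: plate controls were vehicle with enzyme for no effect and no enzyme for full effect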
GPR35 antagonists = GPR35 antagonists blocking zaprinast-driven arrestin recruitment, primary screen, imaging, U2OS, beta-arrestin-GFP, zaprinast agonist (AID 2058); U2OS GPR35 beta-arrestin-GFP translocation imaging, zaprinast antagonism; higher % means a stronger effect; inhibition, % at 10 µM, or IC50 in µM where a hit was titrated; hit rate 0.052% among 290,000;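 active = inhibition of at least 50% with at least 30 cells and total cytoplasm GFP at most 10,000,000; inconclusive = under 30 cells or total GFP of 10,000,000 plus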
WT yeast gro inh mutant strain = second read-out of WT yeast gro inh, no call of its own (marks repeat the call); inhibition, %; mitochondrial fusion phenotypic screen, mutant strain inhibition
Autophagy HCS cell loss 18 h = also measured in Autophagy HCS; calls as there; toxicity, %; measured here: cell loss, nuclei count;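 cell loss after 18 h compound exposure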
NTR1 ag cell count 20 µM = also measured in NTR1 ag; calls as there; cell count; measured here: cell count, cytotoxicity flag
An asterisk follows results filed as active; [ ] = another dose, or the depositor's remark. Not a hit list; any-hit rate near 2.6%.

For O=C(/C=C/Nc1ccc(F)c(F)c1)c1ccc(Br)cc1 the results were WT yeast gro inh 7.5, NS5 inhibitors -2.9%, AID2073 13.6%, RSV antiviral HEp-2 3.8%, Autophagy HCS inactive, K1F lysis inhibition 0.4%, NTR1 ag -0.5, LYP inhibition 0.0%, GPR35 antagonists 3.4%, WT yeast gro inh mutant strain 8.2, Autophagy HCS cell loss 18 h 24.9 and NTR1 ag cell count 20 µM 43.
`COc1cc(NC(=O)Cn2c(=O)n(CC3CCCO3)c(=O)c3cc(OC)c(OC)cc32)cc(OC)c1` (centres undefined) gave NS5 inhibitors -2.8%, AID2073 -7.1%, RSV antiviral HEp-2 0.1%, K1F lysis inhibition 0.0%, NTR1 ag 1.0, LYP inhibition -5.5%, GPR35 antagonists 3.1% and NTR1 ag cell count 20 µM 58.
`O=C(C1CC1)N1CCc2cc(Br)cc(S(=O)(=O)NCc3ccccn3)c21` gave WT yeast gro inh 6.3, NS5 inhibitors -8.6%, AID2073 -2.3%, RSV antiviral HEp-2 1.0%, Autophagy HCS inactive, K1F lysis inhibition 0.3%, NTR1 ag -1.0, LYP inhibition 2.9%, GPR35 antagonists 6.2%, WT yeast gro inh mutant strain 2.2, Autophagy HCS cell loss 18 h 8.1 and NTR1 ag cell count 20 µM 62.
`O=C(CSc1nnc(COc2ccc(Cl)cc2)o1)NC1CC2CCC1C2` (centres undefined) gave NS5 inhibitors -0.7%, AID2073 -10.4%, RSV antiviral HEp-2 1.2%, K1F lysis inhibition -0.6%, NTR1 ag 0.8, LYP inhibition -3.1%, GPR35 antagonists -2.8% and NTR1 ag cell count 20 µM 42.
For Cc1c(C(=O)OCC(=O)NCCN2C(=O)CSC2=O)oc2c1ccc1ccccc12 the results were WT yeast gro inh -15.8, NS5 inhibitors -6.7%, AID2073 4.7%, RSV antiviral HEp-2 inconclusive, Autophagy HCS inactive, K1F lysis inhibition 3.2%, NTR1 ag 3.0, LYP inhibition -9.0%, GPR35 antagonists -5.5%, WT yeast gro inh mutant strain -1.2, Autophagy HCS cell loss 18 h 0.8 and NTR1 ag cell count 20 µM 53.
CCN(CC)C(=O)c1cc(-c2ccc(Br)cc2)on1 was read as WT yeast gro inh -6.2, NS5 inhibitors -1.6%, AID2073 -5.7%, RSV antiviral HEp-2 3.0%, Autophagy HCS inactive, K1F lysis inhibition 8.5%, NTR1 ag 3.3, LYP inhibition -1.1%, GPR35 antagonists 4.0%, WT yeast gro inh mutant strain -11.2, Autophagy HCS cell loss 18 h 13.4 and NTR1 ag cell count 20 µM 68.
`COc1ccccc1NC(=O)CCn1cccc1` gave WT yeast gro inh 12.6, NS5 inhibitors -3.3%, AID2073 -7.9%, RSV antiviral HEp-2 1.7%, Autophagy HCS inactive, K1F lysis inhibition -0.3%, NTR1 ag 1.6, LYP inhibition -2.4%, GPR35 antagonists -7.7%, WT yeast gro inh mutant strain 8.2, Autophagy HCS cell loss 18 h 6.5 and NTR1 ag cell count 20 µM 70.
Screening Cc1cnccc1CN(C)C(=O)C1CCC(=O)N(Cc2ccccc2F)C1 (centres undefined) returned NS5 inhibitors -11.5%, AID2073 8.4%, RSV antiviral HEp-2 4.1%, K1F lysis inhibition 0.3%, NTR1 ag 1.8, LYP inhibition -6.6%, GPR35 antagonists 1.4% and NTR1 ag cell count 20 µM 62.
`Cc1ccc(C(C#N)c2ccc3c(C(F)(F)F)cc(C(F)(F)F)nc3n2)cc1` (centres undefined) gave WT yeast gro inh 69.4*, NS5 inhibitors 5.5%, AID2073 -5.2%, RSV antiviral HEp-2 15.5%, Autophagy HCS active, K1F lysis inhibition 0.7%, NTR1 ag 1.1, LYP inhibition -1.5%, GPR35 antagonists 21.2%, WT yeast gro inh mutant strain 34.7*, Autophagy HCS cell loss 18 h 2.4* and NTR1 ag cell count 20 µM 42.
`CC(C)=CCCC(C)CN1CCC(N2CCC(C(=O)NC(C)C)CC2)CC1` (centres undefined) gave WT yeast gro inh -5.7, NS5 inhibitors -0.6%, AID2073 19.9%, RSV antiviral HEp-2 -3.2%, Autophagy HCS inactive, K1F lysis inhibition 0.1%, NTR1 ag -1.2, LYP inhibition -6.5%, GPR35 antagonists 3.7%, WT yeast gro inh mutant strain -7.2, Autophagy HCS cell loss 18 h -11.2 and NTR1 ag cell count 20 µM 41.
For CC(C)CC(=O)Nc1ccc(C(=O)NNC(=O)C(c2ccccc2)c2ccccc2)cc1 the results were WT yeast gro inh -11.9, NS5 inhibitors 0.7%, AID2073 -0.5%, RSV antiviral HEp-2 2.5%, Autophagy HCS inactive, K1F lysis inhibition 3.3%, NTR1 ag -0.1, LYP inhibition 1.6%, GPR35 antagonists 1.0%, WT yeast gro inh mutant strain -8.2, Autophagy HCS cell loss 18 h -4.3 and NTR1 ag cell count 20 µM 53.
For CCOc1ccc(-c2c(C(=O)N/N=C/c3sccc3C)nnn2-c2nonc2N)cc1 the results were NS5 inhibitors -9.8%, AID2073 7.4%, RSV antiviral HEp-2 5.0%, K1F lysis inhibition 0.5%, NTR1 ag 2.9, LYP inhibition 2.4%, GPR35 antagonists 9.3% and NTR1 ag cell count 20 µM 56.
`S=C1NCCOCCOCCOCCOCCNC(=S)N2CCOCCOCCN1CCOCC2` gave WT yeast gro inh -20.1, NS5 inhibitors -4.7%, AID2073 -7.6%, RSV antiviral HEp-2 0.7%, Autophagy HCS inactive, K1F lysis inhibition -0.1%, NTR1 ag 0.2, LYP inhibition -8.9%, GPR35 antagonists -14.7%, WT yeast gro inh mutant strain -7.3, Autophagy HCS cell loss 18 h -3.7 and NTR1 ag cell count 20 µM 42.
Screening CC(=O)C1=C(O)C(=O)N(c2ccccn2)C1c1ccc(C)cc1 (centres undefined) returned NS5 inhibitors -2.6%, AID2073 2.7%, RSV antiviral HEp-2 0.9%, K1F lysis inhibition -0.1%, NTR1 ag -1.8, LYP inhibition -4.2%, GPR35 antagonists 6.8% and NTR1 ag cell count 20 µM 84.
CCOC(=O)C1=C(C)NC(=O)/C1=C\N(C)C was read as WT yeast gro inh -18.6, NS5 inhibitors inconclusive, AID2073 6.9%, RSV antiviral HEp-2 -0.5%, Autophagy HCS inactive, K1F lysis inhibition 1.8%, NTR1 ag -0.3, LYP inhibition -9.3%, GPR35 antagonists -12.1%, WT yeast gro inh mutant strain 3.6, Autophagy HCS cell loss 18 h 1.9 and NTR1 ag cell count 20 µM 39.

Compounds from the list above containing an aryl methoxy group, in the order listed:
`COc1cc(NC(=O)Cn2c(=O)n(CC3CCCO3)c(=O)c3cc(OC)c(OC)cc32)cc(OC)c1` (centres undefined) gave NS5 inhibitors -2.8%, AID2073 -7.1%, RSV antiviral HEp-2 0.1%, K1F lysis inhibition 0.0%, NTR1 ag 1.0, LYP inhibition -5.5%, GPR35 antagonists 3.1% and NTR1 ag cell count 20 µM 58.
`COc1ccccc1NC(=O)CCn1cccc1` gave WT yeast gro inh 12.6, NS5 inhibitors -3.3%, AID2073 -7.9%, RSV antiviral HEp-2 1.7%, Autophagy HCS inactive, K1F lysis inhibition -0.3%, NTR1 ag 1.6, LYP inhibition -2.4%, GPR35 antagonists -7.7%, WT yeast gro inh mutant strain 8.2, Autophagy HCS cell loss 18 h 6.5 and NTR1 ag cell count 20 µM 70.

New compounds follow.
For CN(C)S(=O)(=O)c1cccc(NC(=S)NCCCn2ccnc2)c1 the results were WT yeast gro inh -2.7, NS5 inhibitors -12.7%, AID2073 1.5%, RSV antiviral HEp-2 -0.8%, Autophagy HCS inactive, K1F lysis inhibition 0.4%, NTR1 ag -0.4, LYP inhibition -10.7%, GPR35 antagonists -0.8%, WT yeast gro inh mutant strain -7.7, Autophagy HCS cell loss 18 h 0.6 and NTR1 ag cell count 20 µM 41.
`CCOC(=O)c1cc(-c2ccc(F)cc2)n(CC(=O)Nc2nccs2)c1C` gave WT yeast gro inh 14.7, NS5 inhibitors -0.7%, RSV antiviral HEp-2 1.9%, Autophagy HCS inactive, K1F lysis inhibition 1.9%, NTR1 ag 0.5, WT yeast gro inh mutant strain 4.6, Autophagy HCS cell loss 18 h 1.0 and NTR1 ag cell count 20 µM 46.
Screening Cc1ccc(CN2CC(C(=O)OCc3ccccc3Cl)CC2=O)cc1 (centres undefined) returned NS5 inhibitors 2.9%, RSV antiviral HEp-2 1.5%, K1F lysis inhibition 0.1%[50 µM], NTR1 ag 1.6 and NTR1 ag cell count 20 µM 86.
Screening COCC1CCN(C(=O)C2CCC(=O)N(CCc3cccc(F)c3)C2)CC1 (centres undefined) returned NS5 inhibitors -0.3%, AID2073 -2.6%, RSV antiviral HEp-2 2.0%, K1F lysis inhibition -0.1%, NTR1 ag -1.0, LYP inhibition -1.8%, GPR35 antagonists -10.8% and NTR1 ag cell count 20 µM 33.
CSc1cccc(NC(=O)OC2CCCCCCCCCCC2)c1 was read as NS5 inhibitors -1.3%, AID2073 7.4%, RSV antiviral HEp-2 17.2%, K1F lysis inhibition 0.2%, NTR1 ag 4.5, LYP inhibition 0.9%, GPR35 antagonists 8.8% and NTR1 ag cell count 20 µM 92.
Screening CCn1c2ccccc2c2nc3ccccc3nc21 returned WT yeast gro inh 10.2, NS5 inhibitors 7.0%, AID2073 14.7%, RSV antiviral HEp-2 inconclusive, Autophagy HCS inactive, K1F lysis inhibition -0.2%, NTR1 ag 7.3, LYP inhibition -5.0%, GPR35 antagonists -0.3%, WT yeast gro inh mutant strain 26.5, Autophagy HCS cell loss 18 h -5.5 and NTR1 ag cell count 20 µM 88.
Screening Cn1ncc(N)c1C(=O)Nc1cccc(C(F)(F)F)c1 returned WT yeast gro inh -2.5, NS5 inhibitors 7.5%, AID2073 -0.5%, RSV antiviral HEp-2 6.1%, Autophagy HCS inactive, K1F lysis inhibition -0.1%, NTR1 ag -0.7, LYP inhibition -7.3%, GPR35 antagonists -8.9%, WT yeast gro inh mutant strain -4.1, Autophagy HCS cell loss 18 h 8.5 and NTR1 ag cell count 20 µM 58.
`Cc1c(/C(O)=C2/C(=O)C(=O)N(CCN(C)C)C2c2ccc(C(C)C)cc2)cnn1-c1ccccc1` (centres undefined) gave NS5 inhibitors 2.3%, AID2073 6.9%, RSV antiviral HEp-2 0.6%, K1F lysis inhibition 1.0%, NTR1 ag -0.1, LYP inhibition -2.3%, GPR35 antagonists -1.8% and NTR1 ag cell count 20 µM 55.
Screening Cc1nc2c(-c3ccc(F)cc3)c(C)nn2c(C)c1CCC(=O)NCc1ccco1 returned WT yeast gro inh -5.2, NS5 inhibitors 3.4%, AID2073 1.5%, RSV antiviral HEp-2 -0.1%, Autophagy HCS inactive, K1F lysis inhibition 0.1%, NTR1 ag 0.8, LYP inhibition -2.2%, GPR35 antagonists 9.1%, WT yeast gro inh mutant strain -4.0, Autophagy HCS cell loss 18 h 0.7 and NTR1 ag cell count 20 µM 84.

Source: PubChem
